SMARCA2 act: increases SMARCA2 function in MMTV reporter cells; 1% of 370,000 active; AID 652017; MG213 cells, MMTV-luciferase reporter, dexamethasone, overnight; activation, % at 9.1 µM; in the data active = activation above about 7.8%;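 also: 0% = vehicle wells and 100% = reference activator wells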
PG9 Ab binder: PG9 antibody binding by small molecule. 0.43% of 360,000 active. AID 624416. inhibition, % at 6.7 µM. TR-FRET gp120-PG9 antibody binding; in the data active = inhibition above about 8.5%
hgDAF-12 ag: activates the H. glycines DAF-12 receptor ligand-binding domain; 1.8% of 370,000 active; HEK293 GAL4-hgDAF12 UAS-luciferase reporter, agonist luminescence; normalized to butyrate control; activation, % at 6.8 µM; AID 687014;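 active = activation above a cutoff set at the mean of all screened compounds plus 3 SD, cut at about 10% in these data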;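 also: 0% = DMSO wells and 100% = sodium butyrate wells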
GAA850 FXN act: activators of GAA850 frataxin (FXN) promoter; HEK293 lucGAA850 FXN promoter luciferase reporter, 24 h; percent of 10 µM SAHA response; 0.56% of 360,000 active; activation, % at 6 µM;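 active = activation above the average of all compounds screened plus 3 SD, cutoff fixed separately per campaign, cut at about 7.5% in these data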;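 also: 0% = DMSO wells and 100% = 10 µM SAHA wells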
hcDAF-12 act: activates DAF-12 receptor from parasite H. contortus; HEK293 hcDAF-12 lit1-tk-luc reporter, luminescence; 0% DMSO, 100% Δ7-dafachronic acid; activation, % at 6.8 µM; 1.4% of 370,000 active;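 active = activation above the mean of all tested compounds plus 3 SD, cut at about 5.5% in these data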;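 also: 100% = response to 3 µM Δ7-dafachronic acid high control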
ADAM17 inh: ADAM17 inhibition, QFRET primary screen; P78536; recombinant ADAM17, EDANS/DABCYL FRET peptide cleavage; inhibition, % at 6.95 µM; 0.83% of 370,000 active; AID 720648;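 active = inhibition above the mean of compounds lying between control limits plus 3 SD, set per campaign, cut at about 8.5% in these data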;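 also: 0% = DMSO-only wells as the low control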
ssDAF12 agonist: activates DAF-12 receptor from parasite S. stercoralis | HEK293 ssDAF-12/GRIP1 lit1-tk-luc reporter, luminescence; % of 3 µM dafachronic acid response | activation, % at 6.8 µM | 1% of 370,000 active | AID 652126;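 active = activation above the mean over all tested compounds plus 3 SD, cut at about 0.9% in these data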;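 also: 0% = DMSO-only wells and 100% = 3 µM delta7-dafachronic acid wells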
ADAM10 inh: ADAM10 inhibition, QFRET primary screen; inhibition, % at 7 µM; 0.62% of 370,000 active; recombinant ADAM10, EDANS/DABCYL FRET peptide cleavage, 3 h; O14672;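 active = inhibition above a per-campaign cutoff equal to the mean of compounds falling between control-based bounds plus 3 SD, cut at about 20% in these data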;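 also: 0% = DMSO wells while the 100% control is not disclosed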
Target sequence (O14672 214-748 limits assumed): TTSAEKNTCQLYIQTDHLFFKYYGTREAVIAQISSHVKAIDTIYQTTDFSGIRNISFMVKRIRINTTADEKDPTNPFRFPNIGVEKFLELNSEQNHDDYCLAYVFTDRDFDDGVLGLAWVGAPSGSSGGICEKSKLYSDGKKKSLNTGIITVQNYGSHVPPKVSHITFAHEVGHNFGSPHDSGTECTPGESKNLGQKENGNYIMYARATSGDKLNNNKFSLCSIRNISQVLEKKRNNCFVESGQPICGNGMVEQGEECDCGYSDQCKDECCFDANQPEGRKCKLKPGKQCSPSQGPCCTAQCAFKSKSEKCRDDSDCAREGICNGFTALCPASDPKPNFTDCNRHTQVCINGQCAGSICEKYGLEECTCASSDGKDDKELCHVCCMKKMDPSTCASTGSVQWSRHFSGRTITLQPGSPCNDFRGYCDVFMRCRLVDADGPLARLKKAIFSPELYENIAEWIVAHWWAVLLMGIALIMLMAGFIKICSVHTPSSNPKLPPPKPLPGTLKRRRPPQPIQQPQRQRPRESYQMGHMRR
DAX1 inh-1: inhibitors of DAX1 repression of SF-1 activated StAR promoter | HEK293T StAR-luciferase reporter, SF-1/DAX-1 repression relief | inhibition, % at 6.8 µM | 1.1% of 370,000 active | AID 652010;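 active = inhibition above the mean over all tested compounds plus 3 SD, cut at about 3.6% in these data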;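 also: 0% = DAX-1 cells with DMSO and 100% = cells lacking DAX-1 with DMSO; higher inhibition means more luminescence from relief of DAX-1 repression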
GC-A act: GC-A (human) enzyme activation; P16066; HEK293 GC-A cells, cGMP TR-FRET, EC30 ANP; 0% at EC30 ANP, 100% saturating ANP; activation, % at 10 µM; 0.14% of 370,000 active; in the data active = activation above about 40%
DAX1 inh-2: inhibits human nuclear receptor DAX1; P51843; HEK293 Gal4-DAX1 luciferase reporter, luminescence; inhibition, % at 6.75 µM; 0.99% of 340,000 active; AID 504766;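 active = inhibition above the mean over all tested compounds plus 3 SD, cut at about 4.2% in these data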;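 also: 0% = DAX1-transfected cells with DMSO and 100% = empty-vector control cells with DMSO; inhibition shows as a rise in luminescence from relieved DAX1 repression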
Target sequence (P51843 207-470 limits assumed): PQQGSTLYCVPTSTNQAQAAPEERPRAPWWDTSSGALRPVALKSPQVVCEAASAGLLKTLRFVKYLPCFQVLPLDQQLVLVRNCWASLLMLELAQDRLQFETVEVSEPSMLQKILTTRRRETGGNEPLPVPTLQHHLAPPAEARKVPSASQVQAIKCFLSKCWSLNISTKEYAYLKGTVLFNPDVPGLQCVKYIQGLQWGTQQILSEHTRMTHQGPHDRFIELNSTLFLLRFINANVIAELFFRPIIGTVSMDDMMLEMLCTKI
The depositor's hits bear a star; i = inactive; / = no result given.

SMILES	SMARCA2 act	PG9 Ab binder	hgDAF-12 ag	GAA850 FXN act	hcDAF-12 act	ADAM17 inh	ssDAF12 agonist	ADAM10 inh	DAX1 inh-1	GC-A act	DAX1 inh-2
Cc1ccc(CN2CCN(Cc3ccco3)CC2)cc1	-1.7	-0.3	0.0	-0.1	-1.9	-0.8	-1.3	-7.1	-0.3	2.6	-0.7
CC(C)CN1CCC(Oc2cccc(C(=O)NCCc3ccccc3)c2)CC1	2.2	-0.9	0.4	0.1	-0.3	-2.5	-0.8	-6.5	3.0	-1.6	0.7
CCn1c(CN2CCN(Cc3ccc(C)cc3)C(CCO)C2)nc2ccccc21 (stereo not drawn)	-3.9	-0.8	2.3	-3.6	-1.1	1.4	-0.3	5.8	-0.4	-3.6	0.2
Cc1ccc2c(C)nc(N/C(N)=N/S(=O)(=O)c3ccccc3)nc2c1	3.9	2.7	0.1	0.1	-1.5	-4.1	-1.0	0.6	1.2	4.7	0.1
COc1cc2c(cc1OC)CN(C(=O)c1ccc(OC)c(S(=O)(=O)N3CCCC3)c1)CC2	7.1	-2.5	1.2	2.1	0.1	-4.9	-1.0	-2.7	0.9	3.5	1.5
CC(C)OC(=O)CSc1nnc(-c2cnccn2)n1Cc1ccco1	-1.5	-1.0	0.5	-1.0	-1.7	-5.6	-1.5	-6.9	1.7	-0.9	1.6
O=C1CCc2cc(S(=O)(=O)N3CCC(C(=O)NC4CCCC4)CC3)ccc2N1	-1.0	1.1	3.4	0.8	-0.5	0.2	-0.8	-4.5	-0.5	-0.9	2.2
COc1ccc(CN2CCC(=O)N([C@H](CO)CC(C)C)CC2)cc1	-0.7	-0.5	0.6	0.8	-0.9	-2.3	-0.5	6.7	0.1	-0.3	1.1
COc1ccc(CCN2CC(C(=O)Nc3cccc(C(C)=O)c3)CC2=O)cc1OC (stereo not drawn)	5.0	0.5	0.3	-0.3	0.3	1.4	-1.8	4.0	-0.2	1.4	0.8
NC(=O)C1(Nc2ccccc2)CCCC1	-2.9	-0.7	-0.8	-0.5	3.3	0.3	-0.7	-5.7	2.5	0.5	-0.7
O=C(Nc1ccc(C(=O)N2CCCCC2)cc1)c1ccccc1Br	-1.0	0.2	-1.6	3.4	-2.2	-1.5	-0.3	1.2	1.4	0.8	0.4
CCOC(=O)N1CCN(C(c2ccnc3ccccc23)c2nnnn2-c2ccc3c(c2)OCCO3)CC1 (stereo not drawn)	-3.3	-0.5	2.2	/	-1.1	-4.4	-0.6	0.0	-0.2	1.9	/
Cc1ccc(SCC(=O)O/N=C(\N)c2ccc([N+](=O)[O-])cc2)cc1	-4.5	2.9	-2.1	0.5	-1.2	-1.9	-1.3	-3.4	0.2	-2.8	-1.0
COC(=O)CNC(c1ccccc1)c1cc(Br)ccc1NC(=O)CCN1CCOCC1 (stereo not drawn)	-3.2	1.4	-4.5	-1.6	-0.8	1.1	-0.8	-2.9	-0.8	-28.6	-1.2
CC(=O)Nc1ccc2c(c1)OCCO2	-1.0	0.2	-2.0	-1.5	-0.5	3.9	-1.5	2.3	0.4	2.5	0.3
CC(C)(C)c1[nH]nc2c1C(c1ccsc1)C(C#N)=C(N)O2 (stereo not drawn)	-0.8	-3.3	-1.1	0.1	1.7	-2.3	-1.5	-32.0	-0.2	0.9	2.3
COc1cccc(NC(=S)N/N=C2\CC(C)(C)Oc3ccc(O)cc32)c1	-0.3	-4.3	-0.4	-2.2	-0.4	-9.1	-1.6	-34.3	-0.9	0.7	-2.7
CC(C)Oc1ccc(C(=O)NNC(=O)c2ccccc2C(=O)O)cc1	2.3	-2.9	3.5	0.3	0.4	-3.2	-1.5	2.1	-0.2	3.6	0.6
Cc1ccc([N+](=O)[O-])cc1S(=O)(=O)Nc1cccc(S(=O)(=O)Nc2ccccc2C(=O)O)c1	-2.2	-1.1	0.2	-0.1	0.7	2.7	-1.3	4.2	1.1	-1.9	0.8
CC(C)NC[C@H](O)COc1cccc2ccccc12	-4.4	0.0	1.3	0.9	-0.9	-4.2	-1.3	-4.8	0.2	2.7	-0.2
CCOc1cccc2sc(=NC(=O)CCS(=O)(=O)c3ccc(F)cc3)n(C)c12	-1.0	1.0	1.0	1.4	-0.3	-1.8	-0.4	-14.8	-3.2	2.3	0.2
CCCCCCCCN1C(=O)[C@H](CC(=O)NCc2ccc(OC)c(OC)c2)C[C@@]2(C(=O)OCC)CCCC=C12	-4.5	0.2	-2.7	/	-2.1	12.8*	-1.5	30.9*	-4.0	-0.2	/
CCN(Cc1ccccc1)c1cc2c(c3c1ccn3C)C1CCC2O1 (stereo not drawn)	-2.9	-1.8	-3.3	/	-0.3	-16.4	-0.3	-48.0	-2.2	-1.0	/
Cc1ccc(CNC(=O)c2ccc(CS(=O)Cc3cccc(Cl)c3)o2)cc1 (stereo not drawn)	0.4	-1.0	-1.5	-0.2	0.4	-2.8	-1.7	-3.2	-0.4	-0.4	-0.1
COc1ccc(NC(=O)NC2CCCCCCC2)cc1OC	2.4	0.8	0.5	5.8	1.2	-1.6	-0.7	-1.3	4.4*	0.5	0.3
Cc1ccc(NC(=O)CC(NC(=O)c2ccccc2Cl)c2ccccc2)nc1 (stereo not drawn)	1.9	-1.1	-2.0	-0.7	-1.4	1.1	-1.0	-3.4	0.0	-3.0	-0.4
COc1ccc(OCc2cc(C(=O)N3CCN(CC4CC4)CC3)no2)c(Cl)c1	3.0	2.0	7.8	2.2	0.8	-0.6	-1.0	2.8	3.6*	6.0	1.6
CCSC1=N/C(=C\c2ccc(-c3ccccc3[N+](=O)[O-])o2)C(=O)S1	4.7	-1.8	-0.8	3.0	3.0	-17.2	0.8	-41.4	0.2	0.5	-0.3
COCCC(=O)N1CCC(Oc2ccc(C(=O)NCCC3=CCCCC3)cc2)CC1	-1.1	-1.2	-1.2	-0.9	-3.3	-0.2	-1.6	0.4	0.5	2.7	0.8
O=c1[nH]n(-c2ccccc2Cl)c(=O)c2ccccc12	-3.5	-2.5	0.5	-0.8	0.3	10.5*	-1.3	-5.9	-0.1	-2.4	1.8
Cc1c(NC(=O)OC(C)C)sc(=S)n1C	1.2	-3.1	2.3	0.7	-1.9	-1.7	-2.2	-2.6	0.4	4.0	2.7
COc1ccc(C(=O)N2CCN(c3ccccc3)CC2)cc1S(=O)(=O)N1CCOCC1	-0.7	0.3	1.1	1.6	1.4	0.3	-0.4	6.6	0.0	-0.5	-0.6
CC(C)N(C(=O)Cn1c(-c2ccccc2Cl)nc2ccccc21)c1ccccc1	-0.7	-1.8	0.7	3.5	-1.3	-0.8	-0.6	3.4	-0.1	-4.0	-0.7
O=C(NNC(=O)c1c(O)c2ccccc2[nH]c1=O)c1ccccc1	-0.9	-0.3	0.3	1.8	1.0	-0.4	-1.0	5.6	-0.1	-0.7	-1.5
CC(Oc1ccc(Cl)cc1)C(=O)N(C)CC(=O)Nc1ccc(N2CCOCC2)cc1 (stereo not drawn)	-0.9	-1.7	0.6	0.2	-0.4	1.2	-0.6	-9.1	-1.9	-1.8	-0.6
CC1CN(C(=O)c2cc3c(=O)n4ccccc4nc3n2C)CC(C)O1 (stereo not drawn)	-3.3	2.8	2.7	2.1	2.3	i	-0.6	i	0.1	10.1	0.9
CCC(C)c1ccc(NC(=S)NCc2ccccn2)cc1 (stereo not drawn)	3.8	3.1	1.1	-2.0	-0.2	5.6	-1.0	-2.3	-0.2	-1.8	-0.3
Cn1nc(C(C)(C)C)c(NC(=O)c2ccc(F)cc2)c1C(C)(C)C	-1.6	-1.6	0.1	1.7	-1.7	-3.0	-1.3	-4.0	0.2	3.7	-0.2
CC(=O)Cn1ncc(N2CCCCC2)c(Cl)c1=O	4.7	-1.5	4.5	5.3	-0.3	2.0	-1.1	2.5	0.5	2.8	1.1
COc1cc(/C=N/N=C2/NC(=O)C(Cc3ccccc3)S2)ccc1O (stereo not drawn)	9.0*	-0.1	4.3	5.9	-0.6	-1.6	-1.7	-0.6	0.7	4.2	0.6
C=CCn1c(SC(CCO)C(=O)NCc2ccco2)nc2sc3c(c2c1=O)CCC3 (stereo not drawn)	1.5	0.8	-3.3	-3.6	-1.4	1.3	-1.6	-0.2	0.0	-0.1	0.7
Cc1ccc(NC(=O)N(C)c2ccccc2)cc1	-1.4	-2.5	0.8	3.4	0.4	-5.3	-0.1	-4.0	-0.4	3.2	2.5
COc1cccc(CC(=O)OCC(=O)NC(=O)c2ccc(OC(F)F)cc2)c1	0.2	1.8	-0.2	-0.1	0.4	-2.1	-1.0	-11.9	0.7	4.0	0.9
Cc1cc(C)c(OCC(=O)Nc2ccccn2)c([N+](=O)[O-])c1	1.7	-2.7	4.2	2.2	-1.0	-1.8	-0.7	6.4	0.0	4.5	-0.9
CCOC(=O)c1c(NC(N)=O)nc2n1CCC2	-1.5	-3.8	-0.4	3.6	-1.9	0.5	-1.3	-1.6	-0.1	-2.7	1.3
CC(=O)c1ccc(OCCNS(=O)(=O)c2ccc(-n3cnnn3)c(C)c2)cc1	-1.3	0.9	-1.2	1.1	-2.7	-0.6	-1.4	-4.1	-5.5	0.4	-0.7
COc1ccc(S(=O)(=O)N(CC(=O)NN=C2CCN(C)CC2)c2ccc(C)cc2)cc1OC	-0.8	-1.0	1.9	2.2	-1.8	-1.6	-0.9	-10.9	-0.9	3.4	0.9
Cc1c(C(=O)NCc2cccc(C(F)(F)F)c2)sc(=O)n1Cc1ccc(F)cc1	-1.4	-3.9	1.0	-2.8	-3.1	1.6	-1.7	-3.6	-1.2	-3.1	/
Nc1ccc2nc(-c3ccc(N)c(Cl)c3)[nH]c2c1	2.9	-15.3	1.6	7.2	1.4	i	0.3	i	1.2	-5.5	0.9
Cc1cccc(NC(=O)c2ccc(NCC3CCCO3)c([N+](=O)[O-])c2)n1 (stereo not drawn)	-3.7	-4.4	7.1	5.5	-0.4	-2.6	-1.4	-2.1	0.8	4.7	-0.1
CC(/C=N/NC(=O)c1nnn(-c2nonc2N)c1C(C)C)=C\c1ccco1	-1.4	-1.5	0.1	3.0	-2.0	-3.9	-1.1	-4.1	-0.9	5.7	0.6
CC(NC(=O)CSc1nnc(-c2cccnc2)n1N)c1ccccc1 (stereo not drawn)	-0.6	-1.8	0.2	1.0	0.1	-6.5	-1.4	-6.5	-0.2	2.9	0.0
CC1=CC(=Nc2c(C)n(C)n(-c3ccccc3)c2=O)C=C(C)C1=O	-2.7	-16.5	0.5	1.4	2.6	8.5	-0.9	4.0	-0.2	-4.3	-0.4

By substructure, the compounds so far containing a thiophene ring, fused or not (2)
SMILES	SMARCA2 act	PG9 Ab binder	hgDAF-12 ag	GAA850 FXN act	hcDAF-12 act	ADAM17 inh	ssDAF12 agonist	ADAM10 inh	DAX1 inh-1	GC-A act	DAX1 inh-2
CC(C)(C)c1[nH]nc2c1C(c1ccsc1)C(C#N)=C(N)O2 (stereo not drawn)	-0.8	-3.3	-1.1	0.1	1.7	-2.3	-1.5	-32.0	-0.2	0.9	2.3
C=CCn1c(SC(CCO)C(=O)NCc2ccco2)nc2sc3c(c2c1=O)CCC3 (stereo not drawn)	1.5	0.8	-3.3	-3.6	-1.4	1.3	-1.6	-0.2	0.0	-0.1	0.7

Source: PubChem BioAssay (several laboratories)
